Rad51 HR inh = Rad51 (human) homologous recombination inhibition; Q06609; hRad51 DNA strand exchange, fluorescence dequenching; inhibition, % at 10 µM; actives 0.085% (n = 200,000);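 active = inhibition above 40% at the single screening dose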;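 also: 0% = DMSO control wells and 100% = blanks with heterologous ssDNA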
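Material: human Rad51–ssDNA filaments; Probe or stimulus: labelled 47-mer dsDNA for strand exchange; Doses: single 10 µM dose; Incubation: 37 °C 15-min filament assembly, 30-min compound preincubation, 15-min exchange; Technique: FRET fluorescence dequenching, excitation 485 nm, emission 520 nm; Measure: Fluorescence-based percent inhibition, control- and blank-normalised; Benchmarks: plate control and blank wells.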
TNF death inh = inhibitors of TNF-alpha induced necroptosis in Jurkat FADD-/- cells. Jurkat FADD-/- TNF necroptosis rescue, ATP luminescence, 24 h; 0 = TNF only, 100 = no-TNF cells. activation (protection from cell death), % at 10 µM. actives 0.068% (n = 220,000);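 active = activation, meaning protection from cell death, of at least 50% relative to plate controls; inactive = activation below 50%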;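 also: necroptosis triggered by 40 ng/mL TNF-alpha added together with compound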
KCC2 mod = KCC2 (human) Cl- transport modulation; KCC2 cells, thallium flux FluoZin-2 fluorescence; B-score of Tl+ flux slope (higher = more flux/activation; lower = inhibition) at 10 µM; actives 2.2% (n = 190,000); AID 1456;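 active = thallium flux slope and its plate-corrected score both differing from the plate sample mean at a set confidence after two filtering rounds, in either direction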;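 also: slope of fluorescence scaled to starting intensity during 10 to 20 s after thallium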
zVAD death inh = blocks zVAD induced death of L929 cells. actives 0.38% (n = 220,000). L929 zVAD necroptosis rescue, ATP luminescence, 24 h; with zVAD 60 µM. viability rescue, % at 10 µM;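 active = activation, scaled between plate controls, above about 75%, limit read from the data; inactive = activation under that limit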;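 also: 0% = zVAD with DMSO and 100% = DMSO alone without zVAD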
Thrombin inh = blocks human thrombin protease activity; alpha-thrombin, Boc-VPR-AMC fluorogenic substrate cleavage; inhibition, % at 5 µM; actives 0.26% (n = 220,000);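 active = inhibition at or above 40%; inactive = inhibition below 40%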;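 also: 0% = enzyme with no compound and 100% = wells without enzyme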
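System – human alpha-thrombin protein · Reagent – Boc-VPR-AMC substrate, 15 µM final · Compound – 5 µM single dose in 0.2% DMSO · Schedule – reaction at room temperature · Technique – AMC fluorescence at 355 nm excitation and 460 nm emission · Read-out basis – % inhibition relative to enzyme controls and enzyme-free blanks · Control set – no-compound enzyme wells and no-enzyme blanks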
Hck Nef HTS = blocks Nef-activated human Hck kinase; Recombinant Hck-YEEI plus Nef, Z-Lyte FRET kinase assay; actives 0.68% (n = 220,000); P08631; AID 463187; inhibition, % at 20 µM;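 active = Hck-Nef kinase inhibition above about 50%, limit read from the data; inactive = inhibition below that limit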;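 also: 0% = DMSO with Hck plus Nef and 100% = Hck alone without Nef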
KLK5 inh = kallikrein 5 (human) inhibition; AID 873; recombinant hK5, fluorogenic AMC substrate cleavage; Q9Y337; inhibition, % at 5 µM; actives 0.59% (n = 210,000);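 active = inhibition of 40% or more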;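 also: 0% = enzyme controls without compound and 100% = no-enzyme blanks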
Target sequence (Q9Y337 67-293 limits assumed): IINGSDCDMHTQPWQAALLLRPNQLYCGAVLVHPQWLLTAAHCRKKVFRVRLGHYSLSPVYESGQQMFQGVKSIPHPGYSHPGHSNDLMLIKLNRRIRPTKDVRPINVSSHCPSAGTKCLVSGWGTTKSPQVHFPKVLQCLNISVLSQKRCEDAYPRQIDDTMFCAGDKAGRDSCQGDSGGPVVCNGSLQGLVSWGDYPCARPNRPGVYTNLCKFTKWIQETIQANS
FXIa inh = inhibitors of human coagulation factor XIa | P03951 | purified FXIa, Boc-Glu-Ala-Arg-AMC fluorogenic substrate | inhibition, % at 5 µM | actives 0.14% (n = 220,000);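 active = inhibition of at least 40%; inactive = inhibition below 40%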;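 also: fluorescence of freed AMC excited at 355 nm; 0% = enzyme without compound and 100% = no enzyme blank; many of its hits are not listed in these tables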
FXIIa inh 1536 = blocks human coagulation factor XIIa protease activity; purified FXIIa, Boc-QGR-AMC fluorogenic substrate, 2 h; inhibition, % at 5 µM; actives 0.3% (n = 220,000); AID 800; in the data active = inhibition above about 40%;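 also: 0% = enzyme with no compound and 100% = blank without enzyme; many of its hits are not listed in these tables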
Target sequence (P00748 20-372 limits assumed): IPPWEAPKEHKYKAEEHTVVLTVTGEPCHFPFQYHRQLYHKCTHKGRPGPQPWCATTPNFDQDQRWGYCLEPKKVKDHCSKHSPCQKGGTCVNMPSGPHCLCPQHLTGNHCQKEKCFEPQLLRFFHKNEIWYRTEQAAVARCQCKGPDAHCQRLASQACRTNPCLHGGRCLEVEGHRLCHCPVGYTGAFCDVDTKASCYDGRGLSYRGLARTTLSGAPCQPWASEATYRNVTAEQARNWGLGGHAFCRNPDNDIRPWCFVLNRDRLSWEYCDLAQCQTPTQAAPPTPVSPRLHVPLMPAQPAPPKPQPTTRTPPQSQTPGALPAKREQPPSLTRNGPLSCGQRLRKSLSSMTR
Target sequence (P00748 373-615 limits assumed): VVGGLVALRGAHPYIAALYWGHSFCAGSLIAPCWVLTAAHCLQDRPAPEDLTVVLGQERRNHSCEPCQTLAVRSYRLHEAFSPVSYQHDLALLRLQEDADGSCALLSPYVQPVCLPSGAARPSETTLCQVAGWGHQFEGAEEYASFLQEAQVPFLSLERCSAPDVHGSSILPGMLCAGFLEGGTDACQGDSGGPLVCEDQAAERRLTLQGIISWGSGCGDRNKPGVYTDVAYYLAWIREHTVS
An asterisk follows results filed as active; / = no result given.

SMILES | Rad51 HR inh | TNF death inh | KCC2 mod | zVAD death inh | Thrombin inh | Hck Nef HTS | KLK5 inh | FXIa inh | FXIIa inh 1536
O=C(Nc1ccc(O)c(C(=O)O)c1)c1ccc2c(c1)C(=O)N(CC1CCCO1)C2=O (stereo unspecified) | -5 | 1.7 | 0.3 | 2.2 | -6 | -4 | -11 | -10 | -8
COCCCNC(=S)NNC(=O)c1csc(C)n1 | 11 | 0.6 | 1.5 | 0.2 | -7 | -1 | -12 | -6 | -1
CCOc1ccccc1N1CC(O)=C(c2nc3ccccc3s2)C1=N | 6 | -7.8 | -0.6 | -0.5 | 8 | 8 | -171 | -4 | 15
COc1ccc(Nc2ncnc3ccccc23)cc1 | 8 | -0.4 | / | 0.2 | -6 | -1 | -8 | -7 | 7
CCOC(=O)c1cc2c(n(-c3ccc(Cl)cc3)c1=O)CCCC2=O | -73 | 0.1 | -0.17 | 0.1 | -11 | 26 | 0 | 0 | 4
COc1cc(C(=O)N2CCN=C2c2ccccc2)cc(OC)c1OC | -10 | 0.3 | -0.42 | 0.8 | 0 | 0 | -33 | -10 | -5
CCN(CCO)c1ccc(-n2c(N)c(C(=O)OC)c3nc4ccccc4nc32)cc1 | 6 | -2.1 | / | 1.9 | -1 | 12 | 15 | -6 | 0
Cc1[nH]c2ccccc2c1/C=N\NC(=O)Cn1nnc(-c2ccccc2)n1 | 2 | 2.7 | -0.17 | 0.9 | -12 | 23 | -3 | -5 | -1
COC(=O)c1cc(OC)c(OC)cc1NC(=O)Nc1ccc(OC)cc1 | 3 | -0.6 | / | 0.7 | 11 | -1 | 9 | 16 | 23
COC(=O)CNC(=S)NC(=O)c1ccc(C(C)(C)C)cc1 | 7 | 1.5 | 6.3* | 26 | 0 | 6 | -17 | 0 | 5
COc1ccc(C(=O)Nc2nnc(-c3ccco3)s2)cc1 | 1 | -4.9 | -0.37 | 1.1 | 2 | 1 | -12 | -6 | -2
COCCNC(=O)C(c1c[nH]c2ccccc12)N(C(=O)c1snc(C(N)=O)c1N)c1cccc(OC)c1 (stereo unspecified) | -15 | -1.7 | -0.48 | -0.4 | 10 | 21 | -3 | 2 | 11
C=CCn1c[n+](CC(=O)c2ccc(Br)s2)c2ccccc21 | 5 | 1.0 | 0.59 | 12 | -12 | 20 | -5 | -6 | 4
CN(c1ccccc1)S(=O)(=O)c1ccc(NC(=S)NC(=O)c2ccccc2)cc1 | -2 | -4.7 | 3* | -0.4 | -4 | 2 | -12 | 4 | 95*
COC(=O)c1ccccc1NC(=O)NCc1c(C)nn(C)c1C | -9 | 0.1 | 1.4 | 8.8 | -18 | 20 | 3 | -4 | 6
COC(=O)c1ccccc1COn1c(=O)c[n+]([O-])c2ccccc21 | -7 | -1.3 | / | -0.2 | -1 | -1 | -4 | 2 | 9
Nc1nc(N)c2nc(-c3ccccc3)c(N)nc2n1 | 2 | -0.9 | -0.012 | 8.0 | / | 28 | -69 | -10 | -20
Cc1ccc(N2CC(C(=O)Nc3cc(C)ccc3F)CC2=O)cc1 (stereo unspecified) | -7 | 2.9 | 2.1 | 1.6 | 2 | -4 | -30 | 6 | 14
Cc1cccc2nc(CSc3nc4ccc([N+](=O)[O-])cc4[nH]3)c(Br)n12 | -1 | 0.3 | -2.4 | -0.3 | -6 | 5 | -19 | 4 | 12
O=[N+]([O-])c1cc(C(F)(F)F)cc([N+](=O)[O-])c1NCCCNc1ccc([N+](=O)[O-])c2cccnc12 | 8 | 2.2 | -1.2 | 0.0 | -5 | 0 | -3 | 0 | 3
COc1ccc(Cl)c2c1[nH]c1nc(SCc3ccccn3)nnc12 | 5 | 2.1 | -1.8 | 0.8 | 5 | 20 | -18 | 0 | 16
CC(=O)N1CCc2cc(S(=O)(=O)NC(CC(C)C)C(=O)Nc3cc(C(=O)O)ccc3C)ccc21 (stereo unspecified) | / | 2.3 | 0.16 | 0.8 | -10 | 2 | -5 | -4 | -4
O=C(O)CC(NC(=O)COc1ccccc1)c1cccc([N+](=O)[O-])c1 (stereo unspecified) | 28 | 0.1 | -0.94 | 0.6 | 6 | 4 | -6 | -1 | 6
c1ccc(Nc2nc3ccccc3n3cnnc23)cc1 | -3 | 0.6 | -1.2 | 8.6 | -9 | -4 | -10 | -5 | 3
O=C1CSC(c2ccco2)N1 (stereo unspecified) | / | 0.5 | / | 1.5 | 0 | 1 | -13 | 2 | -11

Complete entries, looked up by structure. Order of screens: Rad51 HR inh | TNF death inh | KCC2 mod | zVAD death inh | Thrombin inh | Hck Nef HTS | KLK5 inh | FXIa inh | FXIIa inh 1536
Nc1nc(N)c2nc(-c3ccccc3)c(N)nc2n1 across the screens: 2 | -0.9 | -0.012 | 8.0 | / | 28 | -69 | -10 | -20
COC(=O)c1cc(OC)c(OC)cc1NC(=O)Nc1ccc(OC)cc1 across the screens: 3 | -0.6 | / | 0.7 | 11 | -1 | 9 | 16 | 23
O=C(Nc1ccc(O)c(C(=O)O)c1)c1ccc2c(c1)C(=O)N(CC1CCCO1)C2=O (stereo unspecified) across the screens: -5 | 1.7 | 0.3 | 2.2 | -6 | -4 | -11 | -10 | -8
COc1ccc(Cl)c2c1[nH]c1nc(SCc3ccccn3)nnc12 across the screens: 5 | 2.1 | -1.8 | 0.8 | 5 | 20 | -18 | 0 | 16

Further results follow.
SMILES | Rad51 HR inh | TNF death inh | KCC2 mod | zVAD death inh | Thrombin inh | Hck Nef HTS | KLK5 inh | FXIa inh | FXIIa inh 1536
CCOc1ccc(N2C(=O)CC(NCCc3ccncc3)C2=O)cc1 (stereo unspecified) | 5 | -2.1 | 2.4 | 0.2 | 2 | 3 | -5 | 4 | 14
COc1ccc(OC)c(CNC(=O)C2CCN(S(=O)(=O)N3CCCC3)CC2)c1 | -3 | 2.0 | -0.6 | 0.5 | -6 | 2 | -1 | -36 | 12
Fc1ccccc1NC(=S)N1CCCCC1 | 9 | 0.5 | 0.01 | 0.4 | -8 | 4 | -16 | -5 | 2
O=C(c1ccc2c(Cl)c3c(nc2c1)CCCC3)N1CCN(c2ccc(F)cc2)CC1 | -2 | -2.5 | -3.8 | / | -4 | -3 | -7 | -11 | -2
Cc1n[nH]c(C)c1S(=O)(=O)N1CCCC(C(=O)NCc2ccccc2Cl)C1 (stereo unspecified) | / | 2.3 | -0.16 | / | -4 | -6 | -13 | 0 | 3
CCOC(=O)N1CCC(N2CCN(S(=O)(=O)c3ccc([N+](=O)[O-])cc3)CC2)CC1 | 0 | 2.0 | 1.1 | -1.0 | 3 | 7 | 2 | 3 | 9
CN(C)c1ccc(C(CC(=O)c2ccccc2)C2CCCCC2=O)cc1 (stereo unspecified) | 24 | 1.5 | -0.22 | -0.4 | -2 | 3 | -6 | 8 | 3
O=C(CSC1=NCCS1)Nc1ccc(S(=O)(=O)N2CCCCCC2)cc1 | 7 | 3.9 | / | 0.3 | -8 | 2 | -18 | -7 | 4
COc1ccc(NC2=NC(C)(CO)CS2)cc1 (stereo unspecified) | -5 | 0.9 | 1.2 | 0.0 | -7 | 1 | 1 | -6 | -1
COC(=O)C(Cc1ccccc1)NC(=O)c1cc(S(=O)(=O)N(C)C)ccc1Cl (stereo unspecified) | 3 | 1.4 | -0.62 | 1.4 | -3 | 19 | -8 | 5 | 1
COc1ccc(CCNC(=O)CSc2ccccn2)cc1 | 11 | -1.1 | -0.022 | -0.3 | -5 | 4 | -5 | -3 | 6
COC(=O)c1cc(=O)n(Cc2ccc(OC)cc2)c(=NCc2ccc(OC)cc2)s1 | -3 | -1.3 | -0.01 | -0.5 | -4 | 2 | 0 | -2 | 10
Cn1nnnc1SCCNCc1cccnc1 | 2 | -1.5 | / | -0.5 | -5 | 1 | 4 | -5 | -17
Cc1cccc(C(=O)NNC(=O)c2cccc([N+](=O)[O-])c2)c1 | 0 | 0.3 | 0.095 | 0.1 | -9 | 25 | -4 | -1 | 5
Cc1cccn2c(CN3CCNC(=O)CC3)c(C(=O)N(C)CCc3ccccc3)nc12 | / | 1.2 | -1.1 | 0.6 | -4 | 4 | / | -2 | 1
O=C(NCCOc1ccc(Cl)cc1)C(=O)NCC1CCCO1 (stereo unspecified) | 2 | -0.1 | -1.2 | 13 | -4 | 19 | 3 | 0 | 2
CC1(/[N+]([O-])=C/c2cccc(Cl)c2)CCCCC1=O (stereo unspecified) | 7 | 5.2 | 0.82 | 0.6 | -6 | 1 | -7 | -5 | 0
CCOC(=O)c1ccc(Nc2c(CC)c(C)nc3ncnn23)cc1 | 6 | -1.5 | 1.9 | 0.4 | -3 | 0 | 15 | 1 | 10
COc1ccc(CC(=O)NCc2nnc(SCC(=O)c3ccc(OC)cc3)n2C)cc1 | 4 | 0.0 | -0.97 | 0.9 | -3 | 23 | -4 | 6 | 5
CC(=O)Nc1ccc(NC(=O)CSc2nnc(-c3ccco3)n2Cc2ccco2)cc1 | 10 | 2.4 | 0.19 | 0.7 | -4 | 1 | 2 | -8 | -2
COc1ccc(OC)c(C2C3=C(CCCC3=O)Nc3c2c(=O)n(C)c(=O)n3C)c1 (stereo unspecified) | -1 | -1.3 | -0.62 | 0.0 | 5 | 6 | -10 | 6 | 19
O=CN1CCN(C(=O)CN2C(=O)c3ccccc3C2=O)CC1 | / | 1.4 | 6.3* | -0.1 | 3 | -7 | -7 | 6 | 8
Cc1cc2cc(CNC(=O)c3ccc(Br)o3)ccc2n1C | 2 | 0.4 | 0.3 | 0.4 | -6 | 46 | 3 | 4 | 11
CCOC(=O)c1cn2c(C)cccc2n1 | -7 | 0.1 | 1.7 | -2.3 | -12 | 17 | 5 | 18 | 8
CN(Cc1ccccc1)CC(O)COc1ccc(CNCc2ccc(Cl)s2)cc1 (stereo unspecified) | 18 | 8.5 | -0.33 | 3.0 | 8 | 17 | -4 | -6 | -1
(further entries)
SMILES | Rad51 HR inh | TNF death inh | KCC2 mod | zVAD death inh | Thrombin inh | Hck Nef HTS | KLK5 inh | FXIa inh | FXIIa inh 1536
Cc1ccccc1Nc1ncc(C#N)c(N)n1 | 14 | 2.7 | 0.15 | 1.0 | -13 | 0 | -11 | -3 | 2
CCOC(=O)N1CCC(NC(=O)c2oc3c(c2C)-c2[nH]ncc2CC3)CC1 | / | 0.7 | -1.5 | -0.4 | -4 | 1 | -12 | -1 | 15
CNC(=S)N1CCC(NC(=O)C(Cc2ccc(F)cc2)NC(C)=O)CC1 (stereo unspecified) | 6 | 0.0 | 0.038 | 3.8 | 0 | 35 | 20 | 12 | 9
COc1ccc(NC(=O)c2cccc(NC(=O)c3ccco3)c2)c(OC)c1 | -5 | -4.8 | -0.28 | -0.3 | 0 | -1 | 5 | 20 | 31
Cc1cccc(N2CCCn3c2nc2c3c(=O)n(CCN3CCOCC3)c(=O)n2C)c1 | 4 | 1.3 | 0.056 | 8.4 | -12 | 4 | -18 | 0 | 10
CCc1ccc(-n2c(SCc3c(C)noc3C)nnc2-c2ccncc2)cc1 | 7 | -1.8 | -0.95 | -0.1 | -1 | 0 | -1 | -18 | 11
O=C(c1sc2cc([N+](=O)[O-])ccc2c1Cl)N1CCOCC1 | -14 | -0.1 | -0.69 | -0.1 | 3 | 6 | -10 | 23 | 28
COc1ccc(C(=O)NC(=S)NC2CCSC2=O)cc1 (stereo unspecified) | -4 | 0.6 | 1.9 | 0.4 | -1 | 4 | -10 | 5 | 14

Compound activity as filed in PubChem.

These rows are one share of the data. The share of hits here may be higher or lower than overall.
